From PubChem
Pf Dd2 inh – blocks in vitro growth of P. falciparum Dd2; P. falciparum Dd2 growth, SYBR Green, 72 h; Potency, µM (highest dose often 28.9 µM), without a hit: at the top dose activity, negative = inhibition, hits mostly inhibitors; 120,000 tested, 4.3% active; active = well fitted inhibition curve with a large enough effect; inconclusive = small, poorly fitted or top-dose-only effect; inactive = no such curve, though single readings can be large or run the other way;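 also: plate controls were DMSO vehicle for no effect and reference drug for full effect; nearly all actives have a fitted effect of over 65% in size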
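Infected erythrocytes (Dd2, 0.3% parasitemia, 2.5% hematocrit final) are added to compound in RPMI-1640/Albumax II medium, grown 72 h at 37C in low oxygen, then lysed with saponin/Triton-X containing SYBR Green and read by fluorescence.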
Numbers without * were called inactive; i = inactive; ? = inconclusive; [ ] = remark or other dose. Potency is read from the fitted curve at half-maximal effect.

SMILES	Pf Dd2 inh
Cc1ccccc1C(=O)N1CCC(c2nn(-c3ccccc3)c(=O)[nH]2)CC1	-26.2%
CCCNCc1ccc(-c2ccccc2)o1	?
O=C1NCCN(C(=O)Cn2ncc3ccccc3c2=O)C1Cc1cnc[nH]1 (stereo not given)	0.1%
Cc1ccc(CN(C(=O)COc2ccc(C)c(C)c2)C2CCS(=O)(=O)C2)o1 (stereo not given)	21.0%
COc1ccc(C(=O)N2CC(c3nnc(-c4ccc(C)cc4)o3)C3(CCOCC3)C2)cc1 (stereo not given)	-24.9%
O=C(Cc1ccc(Cl)cc1)NCc1nnc2c(-c3nc(C4CC4)no3)cccn12	i
COc1cccc(CNS(=O)(=O)c2ccc(N3CCCCS3(=O)=O)cc2)c1	19.8%
COC(=O)Cn1ccc2cc(S(=O)(=O)N3CCCCC3)ccc21	-14.7%
Cc1ccc(-c2cc(C(F)(F)F)n3nc(C(=O)Nc4ccc(C#N)cc4)cc3n2)cc1	28.3%
O=S(=O)(Cc1ccccc1)N1CC(c2nnc(-c3ccncc3)o2)C2(CCOCC2)C1 (stereo not given)	-22.4%
Cc1ccc(CN2CCOCCNC(=O)CC2)s1	3.3%
CCC[C@H]1C[C@H]1C(=O)N1CCC2(CCC(=O)N(CC(N)=O)C2)CC1	-0.1%
COc1cccc(CCC(=O)NC2CCN(C(=O)c3cc4c(=O)[nH]c(C)cn4n3)CC2)c1	?
COc1ccc(C2CC(=O)c3c([nH]c(C(=O)OCc4ccccc4)c3C)C2)cc1 (stereo not given)	-12.5%
O=C(CCC[C@H]1NC[C@@H]2C[C@H]1CN(Cc1ccccc1)C2)NCCc1ccncc1	?

Grouped by structure: the entries above with four or more nitrogen atoms (7)
SMILES	Pf Dd2 inh
Cc1ccccc1C(=O)N1CCC(c2nn(-c3ccccc3)c(=O)[nH]2)CC1	-26.2%
O=C1NCCN(C(=O)Cn2ncc3ccccc3c2=O)C1Cc1cnc[nH]1 (stereo not given)	0.1%
O=C(Cc1ccc(Cl)cc1)NCc1nnc2c(-c3nc(C4CC4)no3)cccn12	i
Cc1ccc(-c2cc(C(F)(F)F)n3nc(C(=O)Nc4ccc(C#N)cc4)cc3n2)cc1	28.3%
O=S(=O)(Cc1ccccc1)N1CC(c2nnc(-c3ccncc3)o2)C2(CCOCC2)C1 (stereo not given)	-22.4%
COc1cccc(CCC(=O)NC2CCN(C(=O)c3cc4c(=O)[nH]c(C)cn4n3)CC2)c1	?
O=C(CCC[C@H]1NC[C@@H]2C[C@H]1CN(Cc1ccccc1)C2)NCCc1ccncc1	?

The main list resumes; the 3 compounds before the break are reprinted first.
SMILES	Pf Dd2 inh
COc1cccc(CCC(=O)NC2CCN(C(=O)c3cc4c(=O)[nH]c(C)cn4n3)CC2)c1	?
COc1ccc(C2CC(=O)c3c([nH]c(C(=O)OCc4ccccc4)c3C)C2)cc1 (stereo not given)	-12.5%
O=C(CCC[C@H]1NC[C@@H]2C[C@H]1CN(Cc1ccccc1)C2)NCCc1ccncc1	?
Cc1ccc(C(=O)N2CCc3nc4cc(-c5ccccc5)[nH]n4c(=O)c3C2)cn1	?
OC1CCOC2(CCN(Cc3ccc(Br)o3)CC2)C1 (stereo not given)	1.7%
COCC(=O)NC1CCCc2c1[nH]c1c(Cl)cccc21 (stereo not given)	-10.2%
CCNC(=O)c1n[nH]c2c1CN(C(=O)c1ccc(C(F)(F)F)cc1)CC2	i
CCc1nn(Cc2cccc(F)c2)c(=O)c2cc3cc(C)ccc3n12	i
O=C(Cc1cccnc1)N1CCc2c(nc3cc(-c4ccccc4)[nH]n3c2=O)C1	?
COc1ccc(C(=O)N2Cc3ccccc3C(O)C2)c(OC)n1 (stereo not given)	-7.5%
Fc1cccc(-n2nc(C3CCOC3)nc2CC2CC2)c1 (stereo not given)	-9.5%
CCc1ccc(NC(=O)Cn2c(=O)n(CCC(=O)NCCc3ccc(Cl)cc3)c(=O)c3ccccc32)cc1	10.2%
O=C1CC2(CCN(Cc3cccnc3)CC2)Oc2ccccc2N1	-12.3%[44.1 µM]
Cc1cccc(NC(=O)Cn2c(=O)n(CCc3ccccc3)c(=O)c3ccccc32)c1	18.3%
CCCCNC(=O)CCCn1c(=O)c2ccccc2n(Cc2cccc(Cl)c2)c1=O	i
Cc1cccc(-c2noc([C@@H]3Cc4nc[nH]c4CN3C(=O)Nc3cccc(F)c3)n2)c1	12.6µM*
CN(CC1(C)CCOCC1)C(=O)c1ccc(Cl)s1	-10.9%
COc1ccc(CC(=O)N[C@@H]2CN(C)C[C@H]2CN(C)C)cc1	i
CNC(=O)[C@@H]1CN(C(=O)c2cocn2)C[C@H]1COC	-6.8%
COc1ccc(C(=O)N2CCN(Cc3cc(=O)n4nc(-c5ccccc5C)sc4n3)CC2)cc1OC	-22.0%
Cc1ccc(-c2nccc3c(=O)cc(N4CCN(C)CC4)oc23)cc1	-15.0%[44.1 µM]
CN(C)CCNC(=O)c1nc2nc(-c3ccccc3)c(-c3ccccc3O)cc2n1C	5.62µM*
COc1cccc(-c2nc(SCc3cc(=O)c4ccc(C)c(C)c4[nH]3)n[nH]2)c1	-5.5%
CCn1ncc(N2CCC(NC(=O)c3ccc(OC)c(OC)c3)CC2)cc1=O	24.6%
O=C(c1cccc(Cl)c1)N1CCC[C@H]1c1nc(-c2ccccc2)no1	i
Cc1nc(-c2c3n(c(=O)n(CC(=O)Nc4ccccc4F)c2=O)CCCC3)no1	10.1%
O=C1Nc2ccccc2C12CCN(Cc1ccc(F)cc1)CC2	?
O=C(C[C@@H]1O[C@H](CNS(=O)(=O)c2ccc(Cl)cc2)[C@@H](O)[C@H]1O)N1CCN(c2ccc(F)cc2)CC1	?
CCCC(=O)Nc1cc(C)c(O)c(-c2nc3ncccc3o2)c1	11.0%
CCc1noc(-c2cccn3c(CNC(=O)c4ccc(OC)c(F)c4)nnc23)n1	?
O=C(c1cc(F)ccc1F)N1CCC[C@H]1c1nc(-c2ccc(F)cc2)no1	i
COc1ccc(C(=O)N2CC[C@@H]3CN(S(C)(=O)=O)[C@@H]3C2)c(C)c1	29.4%
Cc1ccc(Nc2nc3ccccc3nc2-n2nc(C)cc2C)c(Cl)c1	34.1%[activator]
COc1ccc2[nH]c(C[C@@H]3C[C@@H](C(C)C)[C@H](CNCc4cccnc4)C=C3C)nc2n1	?
COc1cccc(C(=O)N2CCN(C(C(=O)O)c3cc(C)cc(C)c3)CC2)c1 (stereo not given)	-10.4%
CC(=O)Nc1ccc(CN2CCCC23Cc2ccccc2CN(C(=O)CCC(=O)O)C3)cc1 (stereo not given)	?
Cn1nc(-c2ccccc2)cc1[C@H]1CN2CC[C@H]1C[C@@H]2CNC(=O)Nc1ccccc1	?
COc1ccc(CN2CC(OCc3ccccc3F)CN(C(=O)C3=NNC(=O)CC3)CC2=O)cc1 (stereo not given)	-19.9%
CCN1C(=O)C2CC3(CCN(C(=O)CC4CCCC4)CC3)CN2C1=O (stereo not given)	-5.3%
O=C(Cn1ncc2c3ccccc3n(Cc3cccc(Cl)c3)c2c1=O)NC1CCCCCC1	3.0%
Cc1nn(S(=O)(=O)c2ccc(F)cc2)c(C)c1S(=O)(=O)N1CCC(C)CC1	11.9%
CCOC(=O)Cn1c(=O)n(-c2ccccc2OC)c2nc(-c3ccccc3C)nc(C(N)=O)c21	10µM*
COC(=O)[C@H](CC1CCCCC1)NC(=O)[C@@H]1CN(C(=O)c2ccc(N(C)C)cc2)CCN1C(C)=O	?
CCOC(=O)c1ccc(NC(=O)N2Cc3[nH]cnc3C[C@H]2c2nc(-c3cccc([N+](=O)[O-])c3)no2)cc1	-13.6%
Cc1nn2c(c1-c1ccccc1OCc1ccccc1)N(C(=O)C(C)C)CCC2	i
CC(O)CN1CC2(CCC1=O)CCN(C(=O)c1ccnn1C)CC2 (stereo not given)	1.4%
CC(=O)Nc1ccc(S(=O)(=O)NC2(C(F)(F)F)C(=O)Nc3c2c(=O)[nH]c(=O)n3-c2ccc(C)c(C)c2)cc1 (stereo not given)	84.6%[activator]
COc1ccc(C(=O)N2[C@H]3CC[C@@H]2c2cnc(-c4ccc(F)cc4)nc2C3)cc1F	i
CC(C)CN1C(=O)CO[C@H](c2ccc(NC(=O)C3CCCC3)cc2)[C@H]1CO	?
O=C(c1noc2c1CCCC2)N1CCOc2ccc(CN3CCN(c4ccccn4)CC3)cc2C1	-17.4%
COc1cccc(NC(=O)Cn2c(=O)n(-c3cccc(OC)c3)c(=O)c3c4c(sc32)CCCC4)c1	20.5%
Cc1cccc(N2CCN(S(=O)(=O)c3ccc4c(c3)C(C(C)C)C(=O)N4)CC2)c1C (stereo not given)	?
Cc1ccc2c(c1)c(=O)c(C(=O)c1ccncc1)cn2CC(=O)Nc1ccccc1Cl	i
CCOC(=O)Cn1c(=O)oc2cc(S(=O)(=O)N3CCN(c4cccc(C)c4C)CC3)ccc21	55.7%[activator][5.79 µM]
COc1ccc(OC)c([S+](=O)([O-])c2nnn3c2nc(NCCCOC(C)C)c2ccccc23)c1	-12.5%
CC1(C(=O)NCc2cc3n(n2)CCCN(S(C)(=O)=O)C3)CCCCO1 (stereo not given)	8.7%
C[C@@]1(O)CCN(C(=O)c2ccc(C(=O)N3CCOCC3)cc2)C[C@@H]1O	28.5%
CCOc1ccc(C(=O)NC2CCN(c3cnn(CCOC)c(=O)c3)CC2)cc1	?
CNC(=O)c1sc2ncccc2c1-n1cccc1	6.8%
O=C(C1CC2(CCNCC2)CN1)N1CCc2c(nc(CC3CC3)[nH]c2=O)C1 (stereo not given)	3.4%
O=C(CCC1CCN(S(=O)(=O)c2ccccc2F)CC1)NC1CC1	-18.2%
Cc1ccc(C)c(N2CCN(C(=O)c3ccc(CS(=O)(=O)c4ccc(Br)cc4)o3)CC2)c1	22.8%
CCOc1ccc(-c2cc(C(=O)NCc3ccc(C)cc3)c3ccccc3n2)cc1	24.2%
Next section.
SMILES	Pf Dd2 inh
O=C(CCCc1ccccc1)N1CCC2(CC1)CC(OCC1CC1)CCO2 (stereo not given)	36.8%
CC(=O)Nc1ccc(CNC[C@H]2Cn3cc(-c4ccc(C)cc4)nc3CO2)cc1	?
COc1ccc(C(=O)N[C@H]2CO[C@H]3[C@@H]2OC[C@@H]3n2nnnc2Oc2cccc(N(C)C)c2)cc1	i
O=C(CCc1conc1-c1ccc(F)cc1)NC1CCCCC1	i
CCOc1ccccc1C(=O)N1CCCN(c2cc(-c3ccc(F)cc3)[nH]n2)CC1	i
COCCCNC(=O)N1C[C@@H]2CCCN3CCC[C@@H]([C@H]23)[C@H]1CCCC(=O)NCC1CC1	-15.9%
COc1ccc(-c2noc(-c3nc(-c4ccc(OC)c(OC)c4)no3)n2)cc1OC	1.8%
O=C1NCCCCCCN(S(=O)(=O)c2ccc3c(c2)CCC3)[C@H]2CCC[C@@H]12	?
CNC(=O)C1(N2CCC[C@H]2C(=O)NCc2cccnc2)CCCCC1	24.0%[44.1 µM]
COc1ccc(NC(=O)N2C[C@@H](F)C[C@H]2C(=O)N2CCc3ccccc3C2)c(C)c1	9.6%
COc1ccc(CN2CC(Oc3ccc(F)cc3C)C2)cc1	11.2µM*
COCCn1c(=O)c2c(n1Cc1ccccc1)CN(C(=O)c1cc3ccccc3n1C)CC2	11.8%
CC(=O)c1ccc(NC(=O)CSc2nc(=O)n(Cc3ccncc3)c3c2CCC3)cc1	i
COc1ccc(-c2nc3cnccn3c2NCCC(=O)O)cc1	-3.0%
COCCC(=O)N[C@H]1CC[C@]2(C)CC[C@@H]3[C@H](OC(=O)[C@H]3C)[C@H]2[C@@H]1C	-26.1%[44.1 µM]
Cc1noc(C)c1-c1cc2cc(CO)oc2c(NCCN2CCOCC2)n1	i
O=C(c1ccn[nH]1)N1CCN(Cc2cnn3cccnc23)CC(O)C1 (stereo not given)	-9.2%
CCCCNC(=O)CN1C(=O)c2c(c3ccccc3n2C)C1c1ccc(OC)cc1 (stereo not given)	-3.9%
Cc1ccc(CNC(=O)N2CCCCCNC(=O)[C@@H]3CCC[C@@H]32)cc1	23.2%
Cc1ccc(CNC(=O)C2CCCN(c3cnn(C)c(=O)c3)C2)cc1 (stereo not given)	i
COCCC1(C(=O)O)CCCN(C(=O)N2CCN(C)CC2)C1 (stereo not given)	-11.1%
O=C(Cc1c[nH]c2ccccc12)N1CCCN(c2cc(-c3ccc(Br)cc3)[nH]n2)CC1	?
Cc1ccc(C(C)C)c(OCC(=O)Nc2c(C(=O)c3ccccc3)oc3ccccc23)c1	10.9%
COc1ccc(NC(=O)Cn2c(=O)n(-c3ccc(C)c(C)c3)c(=O)c3c4c(sc32)CCCCC4)cc1Cl	?
CCN(CC)C(=O)c1sc2c(c1C)c(=O)n(-c1ccc(C)c(C)c1)c(=O)n2CC(=O)Nc1ccc(OC)cc1OC	?
Cc1ccc(NC(=O)COc2cccc(-c3nnc4n3CCCC4)c2)cc1	?
CCCOc1ccc(-c2cccc(NS(=O)(=O)c3cccs3)c2)nn1	-23.9%
Cc1ccsc1CNC(=O)c1cccc(C#CC(C)(C)O)c1	?
COc1cccc(-c2ccnc3nc(-c4cccs4)nn23)c1	?
O=C(Nc1cccc(F)c1)c1ccc(Cn2ccn3nc4c(c3c2=O)CCCC4)cc1	?
CC1CN(C(=O)C2CCN(c3nc(-c4ccccc4)nc4c3CCC4)CC2)CCN1 (stereo not given)	?
COc1ccccc1-c1nc(C(=O)N2CCN(c3ncccn3)CC2)n2ccncc12	?
CCc1ccc(C2=C(C)C(N3CCC(C(=O)NCc4ccc(C)o4)CC3)=NS2(=O)=O)cc1	-12.5%
Cc1cccc(C(=O)NC2CCN(c3cc(-c4cccs4)[nH]n3)C2)c1 (stereo not given)	-3.1%
CN1CCN(C(=O)CN2CC3CC(C2)[C@H]2CCCC(=O)N2C3)CC1 (stereo not given in full)	-4.3%
Cc1ccc2c(=O)c(C(=O)c3ccc(Cl)cc3)cn(CC(=O)NC3CCCCC3)c2n1	-5.4%
CN(C(=O)c1ccsc1)C1CCc2nn(C)c(=O)n2CC1 (stereo not given)	19.3%
COC(=O)C1CCN([C@H]2[C@@H]3OC[C@@H](O3)[C@@H](NC(=O)Nc3ccc(F)cc3)[C@@H]2O)CC1	13.2%[44.1 µM]

These rows are one share of the data (hit frequency here may not be typical).
